# High-throughput results from PubChem.
# HT1080 IDH1KD tx – qHTS for induction of synthetic lethality in tumor cells producing 2HG: qHTS for the HT-1080-IDH1KD cell line; HT-1080 IDH1 knockdown viability, ATP luminescence, 48 h; Potency, µM (doses to about 46.1 µM), for inactives: top-dose activity, negative = toxicity, usual class: cytotoxic; hit rate 2% among 360,000; AID 686971, 2013;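 note: potency is the fitted concentration of half-maximal effect; 0% = DMSO wells and -100% = cell-free medium wells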
#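 In this qHTS, HT-1080 cells depleted of IDH1 are exposed for 48 h at 37 °C to compound titrations. Toxicity is scored from CellTiter-Glo luminescence, with DMSO as full viability and medium alone as none.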
# SW480 rerep – A quantitative high throughput screen for small molecules that induce DNA re-replication in SW480 colon adenocarcinoma cells. Potency, µM (highest dose often 46.1 µM), without a hit: at the highest dose re-replication activation, usual class: activators. SW480 DNA re-replication, Hoechst DNA content imaging, 48 h. hit rate 1.8% among 340,000. AID 624297, 2012; note: potency is the fitted concentration of half-maximal effect; % of control where 0% means no effect; nearly all actives have a fitted effect of over 55% in size
#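 Cells (250 per well) received 23 nL compound or DMSO by pin tool and were kept 48 hr at 37 C, 5% CO2. Nuclei were then stained with Hoechst for 40 min and scanned for DNA content.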
# IL1B secr inh – qHTS for Inhibitors of Inflammasome Signaling: IL-1-beta AlphaLISA Primary Screen. THP-1 LPS/ATP IL-1B secretion, AlphaLISA, 16 h; active compounds read low. activity change, % at 57.5 µM. hit rate 4.7% among 360,000. AID 743279, 2014; in the data active = activity change below about -50%; inconclusive = mostly about -30% to -49%; note: % is set by controls: 0 for no effect and ±100 for the full control effect
#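 THP-1 cells pretreated 1 hr with compounds (up to 57.5 uM final), then stimulated with LPS (250 ng/mL final) plus ATP (1.25 mM final); secreted IL-1B measured by AlphaLISA after 16 hr, decreased signal indicating inhibition.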
# HT1080-NT tox – qHTS for induction of synthetic lethality in tumor cells producing 2HG: qHTS for the HT-1080-NT fibrosarcoma cell line; HT-1080-NT fibrosarcoma viability, CellTiter-Glo ATP luminescence, 48 h; hit rate 1.6% among 360,000; Potency, µM (series often up to 46.1 µM), without a hit: top-dose activity, negative = less viability, actives largely listed as cytotoxic; AID 686970, 2013;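 note: NT is the 2HG producing partner of a matched IDH1 knockdown line; potency is the fitted concentration of half-maximal effect; 0% = DMSO-treated cells and -100% = media-only wells without cells; nearly all actives have a fitted effect of over 55% in size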
#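 Read-out is CellTiter-Glo luminescence after 10 minutes at room temperature, following 48 hours' compound treatment of HT-1080-NT cells (750 cells/well, RPMI, 5% FBS, 37 degrees C).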
# ATXN viability – Viability Counterscreen for Primary qHTS for Inhibitors of ATXN expression. S2 cells (HEK-293 line with an ATXN2-luciferase reporter) viability, CellTiter-Fluor protease fluorescence, 24 h. Potency, µM (doses to about 56.7 µM), most hits filed as cytotoxic. hit rate 0.49% among 400,000. AID 651635, 2014; note: potency is the fitted concentration of half-maximal effect; nearly all actives have a fitted effect of over 40% in size
# HepG2 viability – qHTS for Inhibitors of TGF-b: Cytotox Counterscreen. hit rate 0.76% among 410,000. HepG2 CAGA-GFP viability, ATP luminescence, 18 h. AID 588856, 2011. Potency, µM (doses to about 46.1 µM), without a hit: top-dose activity change, negative = cytotoxicity, most hits filed as cytotoxic; note: potency is the fitted concentration of half-maximal effect; some results filed as inactive show a strong effect at the top dose
#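 CellTiter-Glo luminescence gave cytotoxicity after 18 hours at 37 degrees C. The cells were HepG2 CAGA-GFP in 1% FBS DMEM, stimulated with 500 pg/mL TGF-beta after compound addition. %Activity was normalised to no-cell wells (complete cell-killing) and DMSO (no toxicity), and curves were fitted and classified.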
# MCF10A rereplic – A quantitative high throughput screen for small molecules that induce DNA re-replication in MCF 10a normal breast cells | MCF 10A DNA re-replication, Hoechst nuclear intensity, 48 h | Potency, µM (top dose mostly 46.1 µM), for inactives: top-dose activity, positive = re-replication, hits mostly activators | hit rate 2.9% among 350,000 | AID 624296, 2012; note: potency is the fitted concentration of half-maximal effect; % of control where 0% means no effect; nearly all actives have a fitted effect of over 50% in size
# ATXN2 expr inh – Primary qHTS for Inhibitors of ATXN expression. hit rate 0.72% among 360,000. Potency, µM (titrated, usually from 57 µM), inactives show at the highest dose activity change, negative = inhibition, hits mostly inhibitors. HEK-293 ATXN2-luciferase reporter, luminescence, 24 h; note: potency is the fitted concentration of half-maximal effect; % is set by controls: 0 for no effect and ±100 for the full control effect; nearly all actives have a fitted effect of over 55% in size
#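 ATXN2-luciferase reporter cells (luciferase flanked by upstream and downstream ATXN2 gene portions) were treated 24 h at 37 °C with compounds at up to 57 uM. SteadyGlo luminescence gave expression; GF-AFC fluorescence gave viability.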
# KB-3-1 tox – qHTS assay for MDR1-selective chemotherapeutics: Primary screen using the parental adenocarcinoma cell KB-3-1. KB-3-1 viability, CellTiter-Glo ATP luminescence, 72 h. Potency, µM (titrated, usually from 46.1 µM), for the others: top-dose activity change, negative = cytotoxic, actives largely listed as cytotoxic. hit rate 1.4% among 400,000; note: potency is the fitted concentration of half-maximal effect; % is set by controls: 0 for no effect and ±100 for the full control effect; nearly all actives have a fitted effect of over 60% in size
#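 Parental KB-3-1 adenocarcinoma cells in phenol-red-free DMEM with 10% FBS were pin-treated with compounds at several concentrations, incubated 72 h at 37 °C, and viability read by CellTiter-Glo luminescence; concentration-effect curves were fitted after normalization.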
# * marks the source's active call; other numbers are inactive results; i = inactive; ? = inconclusive; . = no result given; & = joins results of further samples; [ ] = dose if it differs, or a comment. Unless noted, calls come from the whole dose curve; as a rule, active = well fitted curve in the direction sought with a large enough effect; inconclusive = small, poorly fitted or top-dose-only effect, or another doubt; inactive = no such curve, though single readings can be large; an effect the other way counts as inactive or inconclusive.
SMILES,HT1080 IDH1KD tx,SW480 rerep,IL1B secr inh,HT1080-NT tox,ATXN viability,HepG2 viability,MCF10A rereplic,ATXN2 expr inh,KB-3-1 tox
O=S(=O)(c1ccc(F)c(F)c1)N1CCN(CCc2ccccc2)CC1,-5%,?,-3,-24%,i,12%,-3%,-33%,-13%
CCn1cc(CN2CCCC(C(=O)Nc3cccc(-c4cc5ccccc5[nH]4)c3)C2)cn1 (configuration not stated),?,?,-81*,16µM*,i,-26%,?,?,12%
CCN(Cc1ccccc1)C(=O)CSc1nc(C)cc(=O)[nH]1,7%,-1%,16,12%,i,0%,8%,1%,-26%
Cc1csc(NC(=O)CCCC(=O)c2ccccc2)n1,12%,-9%,-7,11%,i,-1%,-4%,-7%,-6%
CCC(CC)C(=O)NCCN1CCN(C(=O)C(CC)CC)CC1,1%,-2%,17,-4%,i,-13%,8%,0%,-1%
COc1ccc(C)cc1S(=O)(=O)N1CCC2(CC1)OCCN2S(=O)(=O)c1cccs1,-14%,11%,-14,-12%,i,-24%,8%,19%,-5%
O=C(CCc1c[nH]c2ccccc12)NC(Cc1ccccc1)C(=O)O (configuration not stated),9%,16%,-2,23%,i,-5%,1%,2%,-1%
CC(=O)N1CSCC1C(=O)NNS(=O)(=O)c1cccc(C(F)(F)F)c1 (configuration not stated),-1%,1%,-2,0%,i,-3%,20%,-12%,4%
COc1ccc(OC)c(NC(=O)c2cc3ccccc3cc2OC)c1,-19%,-5%,?,-13%,i,-37%,0%,12%,12%
Cc1nc(CN2C(=O)C3(CCC3)ON=C2c2cccc(Cl)c2)cs1,11%,.,21,13%,i,3%,.,9%,-8%
CCn1nc(C)c(CNC(=O)CC2C(=O)NCCN2CC(C)(C)C)c1C (configuration not stated),3%,-11%,13,7%,i,3%,2%,4%,-26%
CCCCn1c(N)c(N(CCC(C)C)C(=O)c2sc3nc4n(c(=O)c3c2C)CCC4)c(=O)[nH]c1=O,17%,0%,9,10%,i,7%,9%,15%,5%
Cc1nc2ccccc2n1Cc1n[nH]c(=S)n1-c1ccc(Cl)cc1,17%,-1%,21,10%,i,-4%,0%,5%,4%
O=C(N/N=C/c1cc2c(cc1Cl)OCO2)c1cccc(Br)c1,0%,-24%,0,4%,i,-4%,8%,7%,24%
Cc1ccc(CSc2nnc([C@@H]3CCCN3C(=O)OC(C)(C)C)o2)cc1,2%,-3%,1,9%,.,-22%,7%,-23%,1%
CCc1nc2c(OCc3ccc(C(F)(F)F)cc3)cccn2c1N(C)C(=O)c1ccncc1,10%,.,8,4%,i,0%,.,-8%,8%
CCCC1(C(=O)OCC)NC(c2ccc(N(C)C)cc2)C2C(=O)N(c3ccc(F)cc3)C(=O)C21 (configuration not stated),-9%,0%,0,-15%,i,-33%,5%,0%,-3%
CCN=C1S/C(=C\c2ccc(O)c(OCC)c2)C(=O)N1CC,-24%,?,i,-18%,i,-50%,?,5%,-5%
O=C(CSc1ccc([N+](=O)[O-])cc1)NCC1CCCCC1,1%,-16%,-8,8%,i,-2%,3%,2%[11.3 µM],-1%
Fc1ccc(CNc2ccccn2)cc1,1%,-12%,-2,2%,?,-2%,12%,.,-3%
CC(C)OCCCNc1nc2c(c(=O)n(Cc3ccccc3F)c(=O)n2C)n1C,-3%,-2%,3,2%,i,1%,2%,-8%,4%
O=C(CN1CCOCC1)Nc1ccc(-c2nc3ccccc3[nH]2)cc1,-2%,-11%,2,1%,i,-22%,-2%,27%,-3%
COc1ccc(C(=O)CSc2nnc(-c3cc4ccccc4cc3O)n2Cc2ccco2)cc1,?,13%,-67*,?,i,-54%&-17%,16%,-16%,?
O=C(CC12CC3CC(CC(C3)C1)C2)NCc1ccccc1,-4%,24%,-1,1%,i,6%,4%,-12%,-3%
COc1ccc(COc2cc(-c3cccc(OC)c3)nc3ccc(NC(=O)c4ccc(OC)cc4)cc23)cc1,4.6µM*,4.1µM*,80,5.2µM*,?,18%,2.3µM*,-13%,4.1µM*
SMILES,HT1080 IDH1KD tx,SW480 rerep,IL1B secr inh,HT1080-NT tox,ATXN viability,HepG2 viability,MCF10A rereplic,ATXN2 expr inh,KB-3-1 tox
CCn1c(=O)n(CC)c2cc(NS(=O)(=O)c3ccccc3)ccc21,2%,3%,-3,0%,i,-15%,8%,24%,?
COc1ccc2c(c1)OC[C@H]1[C@H]2N2C(=O)c3cc(OC)c(OC)cc3NC(=O)[C@@]2(C)[C@H]1c1ccccc1,?,21µM*,0,?,i,-7%,18µM*,-39%,-30%
Cc1ccc(S(=O)(=O)/N=C(\N)Nc2nc(C)c3ccccc3n2)cc1,9%,-79%[inhibitor],-21,1%,i,2%,?,9%,-9%
CCN(CC(=O)NCc1ccc(Cl)cc1)C(=O)CCOc1ccc(C)cc1,-19%,?,6,-1%,i,-8%,1%,-4%,-15%
CC(C)(c1ccc(O)cc1)c1ccc(O)c(C(=O)O)c1,0%,.,6,0%,i,-13%,.,.,3%
CCc1ccccc1NC(=S)N(CCN1CCOCC1)Cc1ccccc1F,-5%,-7%,-12,-4%,i,-22%,-5%,-20%,?
Cc1cccc(N2C(=O)C(O)=C(C(=O)c3cccs3)C2c2ccc(F)cc2)n1 (configuration not stated),-2%,-1%,0,6%,i,2%,-3%,.,4%
CCc1nn(C(C)C(=O)N2CCN(c3cccc(C(F)(F)F)c3)CC2)c(=O)c2cc3occc3n12 (configuration not stated),.,.,.,.,i,-2%,.,8%,13µM*
O=C(NCCc1ccccc1)C1CCC(CNS(=O)(=O)c2ccc(F)cc2)CC1 (configuration not stated),10%,-31%[inhibitor],27,11%,i,-2%,0%,32%[activator],-3%
CC(C)c1ccc(NC(=O)CNCC(c2ccccc2)N(C)C)cc1 (configuration not stated),-6%,-1%,17,-6%,i,-21%,0%,-3%,-1%
CC(C)CC(N)c1csc(NC(=O)c2cc(C(C)(C)C)nn2Cc2ccccc2)n1 (configuration not stated),16µM*,.,-114*,12µM*,.,11µM*,.,?,?
CCOC(=O)c1c(C)[nH]c(C)c1C(=O)CSc1nc2ccccc2c(=O)n1-c1ccc(CC)cc1,-19%,3%,0,-19%,i,-3%,?,?,23µM*
Cn1c(=O)c2cc(S(=O)(=O)NCCC(=O)NCc3ccccc3Cl)ccc2n(C)c1=O,2%,0%,-12,-2%,i,0%,-1%,4%,7%
O=C(Cn1c(=O)c2cccn2c2cccnc21)NCCCN1CCN(c2ccc(F)cc2)CC1,-5%,1%,-16,-2%,i,-20%,?,-14%,-26%
CC(C)(C)C(=O)c1cnc(Nc2ccccc2)s1,?,-3%,-7,?,i,-27%,4%,72%[activator],?
COc1ccc(CC(C)CC(=O)NCCc2ccc(OC)c(OC)c2)cc1 (configuration not stated),-3%,-11%,2,4%,i,-13%,-1%,.,-8%
O=Cc1ccc(O)cc1O,3%,-9%,-5,3%,i,0%,13%,1%,0%
C/C(=N/NC(=O)CCc1c(C)n[nH]c1C)c1cccc([N+](=O)[O-])c1,15%,3%,4,19%,i,-24%,0%,.,1%
Clc1ccc(-n2nnnc2-c2ccno2)cc1,9%,-9%,-5,4%,i,22%,0%,-1%,?
O=C(Nc1ccn(C2CC(OC(=O)c3ccccc3)C(CO)O2)c(=O)n1)c1ccccc1 (configuration not stated),-14%,-6%,0,-17%,i,-16%,2%,6%,29%
O=C1CN(C(=O)COC(=O)CCS(=O)(=O)c2ccccc2)c2ccccc2N1,-1%,-6%,-4,2%,i,13%,-1%,8%,1%
CCOC(=O)c1c(C2CC2)csc1NC(=O)COC(=O)c1cnc(Cl)c(Cl)c1,29%,?,-11,8%,i,5%,17%,-2%,-16%

# Rewritten bar-delimited: part of the list above.
structure | HT1080 IDH1KD tx | SW480 rerep | IL1B secr inh | HT1080-NT tox | ATXN viability | HepG2 viability | MCF10A rereplic | ATXN2 expr inh | KB-3-1 tox
O=C(Cn1c(=O)c2cccn2c2cccnc21)NCCCN1CCN(c2ccc(F)cc2)CC1 | -5% | 1% | -16 | -2% | i | -20% | ? | -14% | -26%
CC(C)(C)C(=O)c1cnc(Nc2ccccc2)s1 | ? | -3% | -7 | ? | i | -27% | 4% | 72%[activator] | ?
COc1ccc(CC(C)CC(=O)NCCc2ccc(OC)c(OC)c2)cc1 (configuration not stated) | -3% | -11% | 2 | 4% | i | -13% | -1% | . | -8%
O=Cc1ccc(O)cc1O | 3% | -9% | -5 | 3% | i | 0% | 13% | 1% | 0%
C/C(=N/NC(=O)CCc1c(C)n[nH]c1C)c1cccc([N+](=O)[O-])c1 | 15% | 3% | 4 | 19% | i | -24% | 0% | . | 1%
Clc1ccc(-n2nnnc2-c2ccno2)cc1 | 9% | -9% | -5 | 4% | i | 22% | 0% | -1% | ?
O=C(Nc1ccn(C2CC(OC(=O)c3ccccc3)C(CO)O2)c(=O)n1)c1ccccc1 (configuration not stated) | -14% | -6% | 0 | -17% | i | -16% | 2% | 6% | 29%
O=C1CN(C(=O)COC(=O)CCS(=O)(=O)c2ccccc2)c2ccccc2N1 | -1% | -6% | -4 | 2% | i | 13% | -1% | 8% | 1%
CCOC(=O)c1c(C2CC2)csc1NC(=O)COC(=O)c1cnc(Cl)c(Cl)c1 | 29% | ? | -11 | 8% | i | 5% | 17% | -2% | -16%
